High-throughput results: PubChem BioAssay, several laboratories
AID2073: inhibitors of Mint1-CaV2.2 protein interaction, biochemical, HTRF (AID 2073); Voltage-dependent N-type calcium channel subunit alpha-1B (Homo sapiens); HTRF protein-protein interaction, Mint1-CaV2.2; higher % means a stronger effect; inhibition, % at 20 µM, or IC50 in µM where a hit was titrated; actives 0.19% (n = 290,000); in the data active means inhibition mostly above about 51%, no sharp cut-off; inconclusive means no clear call, values can overlap the other calls; inactive means mostly below about 53%; further: some results filed as inactive read as strong as hits
Myeloid diff 2: induction of myeloid progenitor differentiation, primary screen, cell-based, flow cytometry, MLPCN library; calls only at 10 µM; ER-HoxA9 myeloid progenitors, lysozyme-GFP differentiation; actives 1% (n = 360,000); AID 624256, 2012;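 active means normalized GFP-positive differentiation at or above the plate's own cutoff, the solvent-only control mean plus 3 SD; inconclusive means no clear call, values can overlap the other calls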;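 further: cells exposed to compound for four days before flow analysis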
LYP phosphatase: inhibitors of LYP phosphatase, biochemical, fluorescence intensity, uHTS (AID 1779); recombinant LYP phosphatase, fluorescence intensity; higher % means a stronger effect; inhibition, % at 11.5 µM, or IC50 in µM where a hit was titrated; Tyrosine-protein phosphatase non-receptor type 22 (Homo sapiens); actives 0.054% (n = 290,000);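 further: plate controls were vehicle with enzyme for no effect and no enzyme for full effect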
SIAH1 antagonists: Siah-1 peptide-binding antagonists, primary screen, biochemical, fluorescence polarization, rhodamine-plectin, uHTS (AID 1817); E3 ubiquitin-protein ligase SIAH1 (Homo sapiens); Siah-1 / rhodamine-plectin peptide fluorescence polarization; higher % means a stronger effect; displacement, % at 20 µM; hits with a dose series show IC50 in µM; actives 0.02% (n = 290,000);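 active means displacement of at least 50% at 20 µM, with a fluorescence ratio check between 0.3 and a set limit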;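 further: plate controls were Siah plus tracer with DMSO for no effect and tracer alone without Siah for full effect; strong numbers were not always called active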
Hep lipid drop: inhibitors of hepatocyte lipid droplet formation, primary screen, imaging, high-throughput imaging, BODIPY stain; AML12 mouse hepatocytes, oleate lipid droplets; inhibition, % at 6.5 µM; actives 0.4% (n = 240,000);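 active means lipid droplet intensity inhibited by at least 50%, with more than 500 cells counted; inconclusive means wells with under 300 cells, treated as cytotoxic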
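Assay system: AML12 hepatocytes (mouse) / Also added: 100 µM oleic acid challenge / Times: overnight treatment with compound plus oleate / Detection: high-content imaging of BODIPY-stained droplets and DAPI nuclei / Evaluation: % inhibition of lipid droplet signal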
HIV peptide binding: inhibitors of HIV fusion peptide binding, primary screen, biochemical, uHTS, fluorescence dequenching (AID 1986); cell-free peptide binding, fluorescence dequenching, 30 min; higher % means a stronger effect; one-dose inhibition, % at 20 µM; IC50 in µM for titrated hits; actives 0.3% (n = 290,000); in the data active means inhibition mostly above about 52%, no sharp cut-off; inactive means mostly below about 76%; further: some results filed as inactive read as strong as hits
HEK293 NOD2/NF-kB: NOD2 signaling inhibitors, cell-based, luminescence, uHTS, HEK293 (AID 1566); HEK293 NOD2/NF-kB luciferase reporter, luminescence; higher % means a stronger effect; inhibition, % at 4 µM; hits with a dose series show EC50 in µM; actives 0.63% (n = 290,000); further: many of its hits are not listed in these tables
NS5 inhibitors: Dengue-2 NS5 methyltransferase inhibitors, primary screen, biochemical, confirmation dose response (AID 588689) | Dengue-2 NS5 methyltransferase capping enzyme assay, biochemical; higher % means a stronger effect | inhibition, % at 25 µM; hits with a dose series show IC50 in µM | actives 0.3% (n = 340,000); in the data active means a potency from the dose series; inconclusive means inhibition above about 29% without an active follow-up result
XIAP antagonists: XIAP antagonists, biochemical, IAP family, fluorescence polarization (AID 1018); E3 ubiquitin-protein ligase XIAP (Homo sapiens); XIAP BIR domain, fluorescence polarization peptide displacement; higher % means a stronger effect; displacement, % at 20 µM, or IC50 in µM where a hit was titrated; actives 0.007% (n = 200,000); in the data active means displacement above about 50%; further: a part of the inactive calls stands beside numbers as strong as those of hits
Hep lipid drop cells 6.5 µM: recorded beside Hep lipid drop, whose call it bears; cell count; measured here: cell count, cytotoxicity flag;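 cells counted across two imaged fields per well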
NS5 inhibitors pilot replicate: second read-out of NS5 inhibitors, no call of its own (marks repeat the call); inhibition, %; measured here: pilot screen replicate inhibition
Myeloid diff 2 GFP+ MAC1+ %: further read-out of Myeloid diff 2, marked with its call; GFP+ MAC1+ double positive, %; measured here: differentiation confirmed by MAC1 staining
* marks the source's active call; other numbers are inactive results; i = inactive; ? = inconclusive; . = no result given; & = joins results of further samples. Unless noted, no stated cut-off is given here; in the data, active means inhibition above about 50%; inactive means the rest. The list is partial, so the mix of outcomes need not match the whole.

SMILES	AID2073	Myeloid diff 2	Myeloid diff 2 GFP+ MAC1+ %	LYP phosphatase	SIAH1 antagonists	Hep lipid drop	Hep lipid drop cells 6.5 µM	HIV peptide binding	HEK293 NOD2/NF-kB	NS5 inhibitors	XIAP antagonists	others
Cc1ccc(S(=O)(=O)N/N=C/c2ccc(O)cc2O)cc1[N+](=O)[O-]	-9%	i	0.6	10%	-7%	25	673	0.8%	-27%	5%	.
Cc1ccccc1S(=O)(=O)NC1=NCCCCC1	-1%	i	0.2	-6%	4%	-3	627	-0.8%	11%	0%	-1.5%
CCOc1cccc(Nc2cc3n(c(=O)n2)CCc2cc(OC)c(OC)cc2-3)c1	13%	i	0.9	-11%	0%	.	.	-2.1%	-26%	-2%	-6.2%	NS5 inhibitors pilot replicate=-5.5
COCCOC(=O)/C=C1/NC(=O)CS1	4%	i	1.4	-1%	3%	-3	613	-0.8%	11%	3%	0.5%
COc1ccc(NC(=O)Cn2nnc(C(=O)NCc3ccco3)c2N)cc1	20%	i	1.6	-11%	3%	-2	714	-0.7%	2%	-1%	.
O=C(OCCCCN1C(=O)c2ccccc2C1=O)c1ccc(Br)o1	38%	i	1.4	-6%	1%	.	.	-0.2%	3%	-1%	-3.0%
CC(C)(C)NC(=O)NC(=O)CN1CCN(c2cccc(Cl)c2)CC1	6%	i	0.4	3%	0%	15	717	1.1%	13%	1%	.
Cc1ccc(-c2noc(-c3ccccc3C(=O)N3CCCC3)n2)cc1	4%	i	0.8	-10%	2%	.	.	-2.6%	-30%	3%	-3.8%
COc1cccc(COC(=O)Nc2ccccc2F)c1	2%	i	0.7	-2%	2%	-3	795	1.5%	-107%	-1%	.
COc1ccc(-n2c(O)c(C=Nc3ccccc3)c3ccccc3c2=O)cc1	27%	.	.	-19%	9%	-6	655	2.6%	19%	9%	-3.9%
Cc1noc(C)c1CSc1ccc2ccccc2n1	16%	i	4.7	3%	-3%	7	722	2.4%	-2%	-7%	-1.1%
CC(=O)Nc1nc(-c2ccc3c(c2)CCN3S(C)(=O)=O)cs1	49%	i	0.3	-8%	-1%	-10	549	1.4%	-60%	-7%	-4.3%
CSc1ccccc1NC(=O)CN1CCN(c2ccccn2)CC1	1%	i	1.1	-8%	2%	-18	837	0.0%	17%	3%	.
COc1ccc(C(=O)NCc2nnc(SCC(=O)c3ccccc3)o2)cc1	9%	?	.	-7%	6%	-2	693	1.5%	16%	-9%	.
CCC(C(=O)OCC(=O)Nc1cccc(OC)c1)c1ccccc1 (centres undefined)	-1%	i	0.2	-2%	0%	-27	673	0.3%	3%	-9%	-4.8%

4 entries already listed, sorted by length of the SMILES, high to low:
SMILES	AID2073	Myeloid diff 2	Myeloid diff 2 GFP+ MAC1+ %	LYP phosphatase	SIAH1 antagonists	Hep lipid drop	Hep lipid drop cells 6.5 µM	HIV peptide binding	HEK293 NOD2/NF-kB	NS5 inhibitors	XIAP antagonists	others
CCOc1cccc(Nc2cc3n(c(=O)n2)CCc2cc(OC)c(OC)cc2-3)c1	13%	i	0.9	-11%	0%	.	.	-2.1%	-26%	-2%	-6.2%	NS5 inhibitors pilot replicate=-5.5
CC(C)(C)NC(=O)NC(=O)CN1CCN(c2cccc(Cl)c2)CC1	6%	i	0.4	3%	0%	15	717	1.1%	13%	1%	.
CSc1ccccc1NC(=O)CN1CCN(c2ccccn2)CC1	1%	i	1.1	-8%	2%	-18	837	0.0%	17%	3%	.
COCCOC(=O)/C=C1/NC(=O)CS1	4%	i	1.4	-1%	3%	-3	613	-0.8%	11%	3%	0.5%

Next part
SMILES	AID2073	Myeloid diff 2	Myeloid diff 2 GFP+ MAC1+ %	LYP phosphatase	SIAH1 antagonists	Hep lipid drop	Hep lipid drop cells 6.5 µM	HIV peptide binding	HEK293 NOD2/NF-kB	NS5 inhibitors	XIAP antagonists	others
CC1=CC(C)(C)Nc2ccccc21	-28%	i	0.6&0.5	-9%	2%	.	.	-3.7%	16%	-5%&-5%	-8.4%
COc1ccc(NC2=CC(=O)N(C)C2=O)cc1	-10%	i	0.5	0%	-3%	1	660	2.7%	-42%	-10%	-6.2%
COc1ccc(C2CC(c3ccccc3)=NN2c2ccc(S(N)(=O)=O)cc2)cc1OC (centres undefined)	?	i	0.1	-21%	-6%	12	666	-1.3%	-13%	-1%	-1.0%
O=C(COC(=O)c1ccc2ccccc2n1)c1ccccc1	-2%	i	0.6	-6%	1%	5	804	-0.7%	6%	-9%	0.9%
Cc1ccc(C2CN(C)C3(C(=O)Nc4ccccc43)C23COc2ccccc2C3=O)cc1 (centres undefined)	1%	i	1.7	2%	5%	.	.	0.1%	-3%	-3%	1.2%
Cc1cc2c(=O)n(C)c(SCC(=O)Nc3cccc(O)c3)nc2s1	3%	i	0.8	-9%	2%	12	808	0.2%	-3%	5%	.
O=S(=O)(c1cccc2nonc12)N1CCCCC1	8%	i	0.6	-3%	-2%	6	723	-1.6%	-6%	-3%	.
Cc1ccc(S(=O)(=O)Nc2c(C)cc(C)nc2Cl)cc1	4%	i	0.6	-7%	4%	-9	682	0.3%	4%	5%	.
O=[N+]([O-])/C(C(=C(Cl)Cl)N1CCOCC1)=C1\NCCO1	6%	i	0.9	-2%	-1%	22	716	1.3%	10%	-3%	-1.6%
CC(=O)Nc1ccc(NC(=O)CSc2ccc(-c3sc(C)nc3C)nn2)cc1	10%	i	0.6	-10%	32%	16	718	2.1%	20%	6%	.
O=C(NCCc1ccc(F)cc1)N1CCOCC1	-3%	i	1.5	-7%	-1%	24	762	-0.5%	-8%	-2%	-7.2%
O=C(CCCc1nc2ccccc2s1)N1CCN(c2ccccc2)CC1	4%	i	0.5	-2%	-3%	-14	640	0.5%	-9%	-3%	-4.4%
CN1CCN(S(=O)(=O)c2ccc3[nH]c(=O)oc3c2)CC1	-3%	i	1.9	-6%	-1%	-3	764	-0.3%	23%	-13%	-5.3%
Cc1ccc(NC(=O)CCN2CCc3ccccc3C2)cc1	5%	i	5.6	-1%	4%	-14	610	0.1%	4%	-4%	-3.0%
Clc1ccc(CN2C3=NCCCN3c3ccccc32)c(Cl)c1	4%	i	0.5	-7%	-1%	-37	823	0.9%	9%	1%	.
CC(C)(C)C(=O)N1N=C(c2ccc(NS(C)(=O)=O)cc2)CC1c1cccs1 (centres undefined)	26%	i	0.0	9%	-4%	14	711	1.7%	-4%	-5%	-1.7%
COc1ccccc1NC(=S)N1CCC(C(=O)c2ccc(F)cc2)CC1	-16%	i	1.1	-4%	6%	19	777	2.1%	1%	-16%	-7.7%
c1ccc(-c2nnsc2Sc2ccccn2)cc1	-7%	i	0.2	2%	1%	-11	677	-1.5%	-9%	3%	-2.5%
Cc1ccc(C(=O)CSc2nnc(N)s2)c(C)c1	1%	i	0.5	2%	0%	3	677	1.3%	-86%	-6%	-4.8%
CC(C)C[C@H](NC(=O)C1CC(=O)N(c2ccc3c(c2)OCO3)C1)C(=O)NCc1ccco1 (some centres undefined)	36%	i	1.0	-13%	15%	1	676	7.5%	0%	-13%	.
O=C(CN1C(=O)c2ccccc2C1=O)NCCc1c[nH]c2ccccc12	4%	i	1.3	-2%	4%	-4	646	0.4%	14%	-8%	-3.1%
COCCN1CN=C(Nc2nc3ccccc3o2)NC1	-3%	i	0.7	-5%	0%	.	.	-2.5%	-10%	5%	-4.7%
COc1cccc(C(=O)N2CCC(n3nccc3NC(=O)C(OC)c3ccccc3)CC2)c1 (centres undefined)	-4%	i	4.4	-12%	0%	-4	881	-0.9%	2%	-5%	.
COc1ccc(S(=O)(=O)N2CCCCC2)cc1NC(=S)Nc1ccccc1	-16%	i	0.6	1%	5%	-6	651	0.1%	8%	-8%	0.2%
O=C(CCn1c(=S)oc2ccccc21)Nc1ccccc1F	10%	i	0.1	-8%	-3%	15	709	1.6%	12%	-11%	-5.0%
COc1ccc(N/C(=N/c2nc(C)cc(C)n2)NC(=O)c2ccccc2)cc1	8%	i	0.5	-2%	12%	-13	769	-1.3%	20%	0%	.
Cc1cc(C(=O)OCC(=O)N(C)C2CCS(=O)(=O)C2)c(C)n1-c1ccccc1 (centres undefined)	0%	i	1.1	-6%	6%	.	.	-0.3%	3%	-1%	-11%
Cc1nn(CCC(=O)N2CCN(S(=O)(=O)c3ccc(Cl)cc3)CC2)c(C)c1C	10%	i	0.7	-9%	0%	-10	733	-0.9%	7%	0%	.
CC1CCN(C(=O)CNC(=O)Cc2ccccc2)CC1	0%	i	0.4	2%	0%	.	.	2.0%	-20%	1%	-9.1%
O=C(NC(=S)Nc1ccc2[nH]c(=O)[nH]c2c1)c1ccccc1Cl	2%	i	2.4	-6%	2%	-3	679	0.2%	1%	-6%	.
CN(C)CCCNC(=O)c1ccc(CN(c2ccccc2)S(C)(=O)=O)cc1	6%	i	0.9	-12%	-2%	2	699	3.2%	16%	-1%	22%
CCOC(=O)/C(C#N)=C1/C=CNC(=O)N1	0%	i	7.6	1%	3%	.	.	0.2%	-1%	-2%	-3.7%
O=C(Nc1ccc(C(=O)c2ccccc2)cc1)c1ccccc1	-1%	i	0.5	-5%	5%	.	.	0.9%	-85%	-2%	.
O=c1oc2ccccc2n1Cn1c(=O)oc2ccccc21	-3%	i	0.5	-2%	-1%	.	.	19%	29%	-6%	-5.2%
Cc1cc(S(=O)(=O)Nc2ccc(N3CCOCC3)cc2)ccc1Br	-1%	i	0.7	-5%	5%	8	830	-2.7%	12%	-10%	.
COc1ccc(/C=N/NC(=O)c2c(C)n(C)c3ccc(OC)cc23)c(OC)c1	10%	i	0.1	-7%	-3%	-13	563	-2.3%	6%	-3%	-1.8%
Cc1ccc(Cn2c(SCC(=O)NCC3CCCO3)nc3ccsc3c2=O)cc1 (centres undefined)	0%	i	0.7	-4%	2%	3	722	-0.1%	5%	-7%	-6.5%
O=C(OCC(=O)N1CCN(c2ccccc2)CC1)c1cccc(Cl)c1	8%	i	2.5	-6%	-8%	14	773	-3.6%	-7%	-3%	-11%
O=C(CCn1nnc2ccccc21)Nc1nnc(COc2ccccc2F)s1	16%	i	1.5	-7%	4%	1	794	3.2%	-4%	-10%	-2.0%
CC1CCN(c2nc3ccccc3nc2C(C#N)C(=O)OC2CCCCC2)CC1 (centres undefined)	1%	i	6.9	3%	1%	.	.	21%	-6%	?	-2.9%
O=C(CN1C(=O)c2ccccc2C1=O)Nc1cccc(Cl)c1	-1%	i	0.3	0%	2%	-1	794	0.2%	-3%	7%	.
